From PubChem
MRP reversal – reversal of MRP1-mediated doxorubicin resistance, primary screen, H69AR cells, doxorubicin co-treatment; H69AR cells + 2 uM doxorubicin, CellTiter-Glo, 72 h; differential viability (reversal), % at 10 µM; AID 602, 2007; 85,000 compounds, 0.04% hits;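 active = viability drop by adding the cancer drug above about 55%, with treated viability meeting a 40% cutoff, limit read from the data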;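 note: viability without doxorubicin minus viability with 2 µM doxorubicin for each compound; larger differential means the compound sensitizes cells more to doxorubicin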
IL1B NFkB pot – enhancers of NFkB p65 translocation in HUVEC – imaging, IL-1B stimulus, high-content imaging, primary screen. HUVEC IL-1B NFkB p65 nuclear translocation imaging. activation, % at 2 µM. 94,000 compounds, 0.3% hits;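 active = activation above 40%, about the mean plus 3 SD, also judged a hit on visual image review; inconclusive = activation above 40% but not a hit on visual review; inactive = activation not above 40% and no visual hit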;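 note: percent activation is computed from the nuclear over cytoplasmic p65 intensity ratio; values of inactives mirror those of a sister screen read the other way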
PLAP inhibitors HTS – PLAP enzyme inhibitors, biochemical, luminescence, HTS (AID 690); Alkaline phosphatase, placental type (Homo sapiens); purified PLAP, luminescent substrate; higher % means a stronger effect; one-dose inhibition, % at 20 µM; IC50 in µM for titrated hits; 96,000 compounds, 0.08% hits; in the data active = a potency from the dose series; inactive = the rest, 99 in 100 with inhibition below about 30%; note: strong numbers were not always called active
IL1B NFkB inh – inhibitors of IL-1B driven NFkB p65 nuclear import, primary screen, imaging, HUVEC, IL-1B stimulus, high-content imaging; 94,000 compounds, 0.43% hits; HUVEC IL-1B NFkB p65 nuclear translocation imaging; inhibition, % at 2 µM; AID 796, 2007;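 active = inhibition above about 30% together with a positive call from visual inspection of the well image, limit read from the data; inconclusive = inhibition above a set limit but visual check negative; inactive = inhibition not above a set limit, visual check negative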;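 note: nuclear over cytoplasmic p65 intensity ratio measured by imaging; 0% = IL-1B stimulated DMSO wells and 100% = unstimulated DMSO wells; values of inactives mirror those of a sister screen read the other way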
Bcl-B TR3 displacers – displacers of TR3 peptide from Bcl-B, primary screen, selectivity assay for Bfl-1 inhibitor project, biochemical, fluorescence polarization; Bcl-2-like protein 10 (Homo sapiens); FP displacement of FITC-TR3 peptide from Bcl-B; higher % means a stronger effect; displacement, % at 20 µM, or IC50 in µM where a hit was titrated; 96,000 compounds, 0.11% hits; AID 748, 2007;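 active = displacement above 50% at 20 µM plus a fluorescence interference ratio under 1.5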;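 note: plate controls were wells without compound for no effect and wells lacking Bcl-B protein for full effect; a part of the inactive calls stands beside numbers as strong as those of hits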
MRP reversal cytotoxicity – second read-out of MRP reversal, no call of its own (marks repeat the call); viability, %; H69AR cells, CellTiter-Glo, 72 h; measured here: cytotoxicity without doxorubicin
MRP reversal with doxorubicin – also measured in MRP reversal; calls as there; viability, %; measured here: viability with 2 uM doxorubicin; stronger effect = lower value
IL1B NFkB inh cell count 2 µM – also measured in IL1B NFkB inh; calls as there; cell count; measured here: cells passing quality filter;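 raw number of nuclei counted in each imaged well without normalization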
IL1B NFkB pot cell count 2 µM – further read-out of IL1B NFkB pot, marked with its call; cell count; measured here: cells passing quality filter
* = called active by the depositor; ? = inconclusive; nt = not tested or not shown. An excerpt (hit frequency here may not be typical).

SMILES	MRP reversal	MRP reversal cytotoxicity	MRP reversal with doxorubicin	IL1B NFkB pot	IL1B NFkB pot cell count 2 µM	PLAP inhibitors HTS	IL1B NFkB inh	IL1B NFkB inh cell count 2 µM	Bcl-B TR3 displacers
Cc1nc2ccc(N)cc2s1	4	105	101	1	198	11%	-1	198	-2%
CC1(C)CC2(CCO1)OC(=O)CC2C(=O)NCCc1ccccc1 (stereo not drawn)	1	92	92	30	120	-10%	-30	120	5%
CCCc1cc(=O)[nH]c(SCC(=O)NC)n1	-1	92	93	-5	129	-8%	5	129	-8%
Clc1ccc2nc(C3CCN(Cc4ccccc4)CC3)[nH]c2c1	nt	nt	nt	-7	142	-21%	7	142	-6%
Cc1ccc2c(c1)/C(=N/O)CCS2	11	100	90	nt	nt	11%	nt	nt	8%
O=C(NCCCCNC(=O)c1ccc(Br)s1)c1ccc(Br)s1	nt	nt	nt	4	163	-11%	-4	163	-37%
CC(C)COc1ccc(-c2nnc(-c3ccncc3)o2)cc1	-9	80	89	6	179	-16%	-6	179	0%
CC(C)C12CN3CC(C(C)C)(CN(C1)C3c1ccco1)C2=O (stereo not drawn)	-2	98	100	2	204	-6%	-2	204	10%
CCOc1ccc2[nH]c(=O)c(CN(CCO)C(=O)c3ccc(OC)c(OC)c3)cc2c1	13	97	84	0	146	-7%	0	146	3%
Cc1ccccc1CSCC(=O)NC(=O)NCc1ccco1	-2	87	89	nt	nt	22%	nt	nt	20%
COc1ccc(/C=C2/CCOC2=O)cc1	nt	nt	nt	0	187	10%	0	187	0%
COc1ccc(-n2nnnc2SCC(=O)NCc2ccco2)cc1OC	14	97	82	9	200	-22%	-9	200	-1%
Cc1cc(NC(=O)CSc2nccn2-c2ccc(F)cc2)no1	-14	90	104	22	162	-3%	-22	162	-6%
Cc1cccc2cc(CN(CCCO)C(=O)Nc3ccccc3Cl)c(=O)[nH]c12	11	77	66	-8	160	-45%	8	160	-3%
O=c1c2ccccc2sn1-c1cc(S(=O)(=O)N2CCOCC2)ccc1N1CCCC1	0	1	2	?	nt	-32%	-41	157	-2%
O=C1NC(Nc2nccs2)(C(F)(F)F)C(=O)N1CCc1ccccc1 (stereo not drawn)	nt	nt	nt	-1	123	-101%	1	123	5%
Clc1ccc2noc(-c3ccccc3)c2c1	4	97	93	6	86	-26%	-6	86	-38%
COc1ccc(-n2c(C)nc3cc(C(=O)N4CCOCC4)ccc32)cc1	nt	nt	nt	15	141	-65%	-15	141	-5%
CN(C)C(=O)c1snnc1-c1ccccc1	-2	97	99	-6	102	-24%	6	102	-2%
COc1cc(CC(=O)Nc2ccc(S(=O)(=O)N(C)C)cc2)cc(OC)c1OC	1	102	101	1	141	-47%	-1	141	0%
CSc1nnc(C)c(/C=C/Nc2ccc(C)cc2)n1	nt	nt	nt	9	165	10%	-9	165	-222%
O=C(CSc1c[nH]c2ccccc12)N1CCCc2ccccc21	-11	81	92	17	186	-28%	-17	186	-6%
CC(=O)NCCn1c(SCc2cc(=O)n3cc(Cl)ccc3n2)nc2ccccc2c1=O	nt	nt	nt	-10	117	-13%	10	117	7%
O=C(Cn1ncc2c(=O)oc3ccccc3c21)N1CCN(C(=O)c2ccco2)CC1	nt	nt	nt	-3	195	10%	3	195	-11%
COc1cc(NS(=O)(=O)c2ccc3c(c2)oc(=O)n3C)cc(OC)c1OC	-23	27	50	-1	200	16%	0	200	7%

Following part:
SMILES	MRP reversal	MRP reversal cytotoxicity	MRP reversal with doxorubicin	IL1B NFkB pot	IL1B NFkB pot cell count 2 µM	PLAP inhibitors HTS	IL1B NFkB inh	IL1B NFkB inh cell count 2 µM	Bcl-B TR3 displacers
COc1ccc(O)c(C(=O)c2cc(C#N)c(=O)n(CC3CCCO3)c2)c1 (stereo not drawn)	16	87	71	6	173	-2%	-6	173	-28%
O=C(CN1CCC(n2nnc3cc(F)ccc32)CC1)NCCc1nc2ccccc2[nH]1	-12	88	100	1	127	-25%	-2	127	-4%
COC(=O)c1ccccc1NC(=O)c1cc(OC)cc(OC)c1	8	87	79	2	133	29%	-2	133	-10%
CCCCCCCSc1nc(N)cc(=O)[nH]1	-1	94	95	0	157	12%	0	157	-4%
CSc1nnc(-c2cccc(C)c2)n1N	4	110	106	6	206	6%	-6	206	-7%
CCOC(=O)Nc1c(O)ccc2oc(C)c(-c3ccccc3)c12	18	103	85	8	143	1%	-8	143	-5%
Cc1ccc(C)c(CN2C(=O)C3CCCN3c3ccc(C#N)cc32)c1 (stereo not drawn)	nt	nt	nt	1	176	1%	-1	176	-22%
O=C(CSc1nc2ncccc2[nH]1)Nc1ccc2c(c1)OCCO2	9	93	85	-97	15	-82%	97*	15*	-4%
Fc1ccc(C(c2nnnn2Cc2ccco2)N2CCN(C3CCCCC3)CC2)cc1 (stereo not drawn)	nt	nt	nt	-7	142	-32%	7	142	-7%
COCCCN(C(=O)Nc1ccccc1)C(C)c1ccncc1 (stereo not drawn)	1	100	99	-3	168	4%	3	168	-4%
O=C(O)c1[nH]c2ccccc2c1NS(=O)(=O)Cc1ccccc1	-7	100	107	-4	84	-22%	4	84	3%
O=C(NC1CCCCC1)C(c1ccccn1)N(C(=O)Cc1cccs1)c1ccc(Cl)cc1 (stereo not drawn)	nt	nt	nt	14	118	-14%	-14	118	-8%
NC(=O)c1ccccc1OCC(=O)NS(=O)(=O)c1ccccc1	-3	96	99	5	119	-13%	-6	119	5%
CN(CP(=O)(O)CCc1ccccc1)S(C)(=O)=O	-1	98	99	15	197	10%	-15	197	-5%
CCCCC(C(=O)NCCC(C)C)N(CCCN1CCOCC1)C(=O)c1snc(C(N)=O)c1N (stereo not drawn)	-5	91	96	0	197	-56%	0	197	3%
C(=N\n1cncn1)/c1ccc(N2CCOCC2)cc1	nt	nt	nt	0	174	11%	0	174	-13%
COc1ccc(S(=O)(=O)NCCSc2ccccc2)cc1OC	7	90	83	13	64	25%	-13	64	-3%
COc1ccc(-c2cn(/N=C/c3ccc(Cl)cc3Cl)c(N)n2)cc1	0	100	100	4	145	-37%	-4	145	-120%
Cc1ccc(C)c(NC(=O)CCC(=O)NNC(=O)C(c2ccccc2)c2ccccc2)c1	nt	nt	nt	-10	104	-14%	10	104	-12%
CC1c2[nH]c3ccccc3c2CCN1C(=O)Nc1ccccc1 (stereo not drawn)	-28	25	54	8	104	nt	-8	104	nt
Cc1noc2c1C(c1ccc(N(C)C)cc1)C1=C(CC(C)(C)CC1=O)N2 (stereo not drawn)	nt	nt	nt	0	143	-12%	0	143	-4%
CCOc1ccc(NC(=O)N2CCC(n3nnc4cc(C)ccc43)CC2)cc1	22	100	78	0	157	2%	0	157	-3%
COc1ccccc1OCc1ccc(C(=O)NCCN(C)C)o1	4	96	91	18	68	-9%	-18	68	-3%
CN(C)C(=O)C(=O)c1cccn1-c1ccccc1C#N	13	102	89	-4	167	14%	4	167	1%
CCOC(=O)CSc1nnc(CNC(=O)c2ccc(S(=O)(=O)N3CCCCC3)cc2)n1C	13	92	79	1	95	-15%	-1	95	-6%

Fetched by compound from the list above (2):
SMILES	MRP reversal	MRP reversal cytotoxicity	MRP reversal with doxorubicin	IL1B NFkB pot	IL1B NFkB pot cell count 2 µM	PLAP inhibitors HTS	IL1B NFkB inh	IL1B NFkB inh cell count 2 µM	Bcl-B TR3 displacers
O=C(NC1CCCCC1)C(c1ccccn1)N(C(=O)Cc1cccs1)c1ccc(Cl)cc1 (stereo not drawn)	nt	nt	nt	14	118	-14%	-14	118	-8%
Cc1noc2c1C(c1ccc(N(C)C)cc1)C1=C(CC(C)(C)CC1=O)N2 (stereo not drawn)	nt	nt	nt	0	143	-12%	0	143	-4%

5 entries from above, with two lines to a compound.
The line under a structure holds: MRP reversal	MRP reversal cytotoxicity	MRP reversal with doxorubicin	IL1B NFkB pot	IL1B NFkB pot cell count 2 µM	PLAP inhibitors HTS	IL1B NFkB inh	IL1B NFkB inh cell count 2 µM	Bcl-B TR3 displacers
O=C(CSc1c[nH]c2ccccc12)N1CCCc2ccccc21
    -11	81	92	17	186	-28%	-17	186	-6%
CC(=O)NCCn1c(SCc2cc(=O)n3cc(Cl)ccc3n2)nc2ccccc2c1=O
    nt	nt	nt	-10	117	-13%	10	117	7%
O=C(Cn1ncc2c(=O)oc3ccccc3c21)N1CCN(C(=O)c2ccco2)CC1
    nt	nt	nt	-3	195	10%	3	195	-11%
COc1cc(NS(=O)(=O)c2ccc3c(c2)oc(=O)n3C)cc(OC)c1OC
    -23	27	50	-1	200	16%	0	200	7%
COc1ccc(O)c(C(=O)c2cc(C#N)c(=O)n(CC3CCCO3)c2)c1 (stereo not drawn)
    16	87	71	6	173	-2%	-6	173	-28%

Next section.
SMILES	MRP reversal	MRP reversal cytotoxicity	MRP reversal with doxorubicin	IL1B NFkB pot	IL1B NFkB pot cell count 2 µM	PLAP inhibitors HTS	IL1B NFkB inh	IL1B NFkB inh cell count 2 µM	Bcl-B TR3 displacers
COc1ccc(CN/C=C2\CCCCC2=O)cc1	6	96	90	-2	173	1%	2	173	-10%
CC12CCC(C(=O)NCc3ccccn3)(OC1=O)C2(C)C (stereo not drawn)	-7	96	103	2	168	3%	-2	168	-1%
CCCCN(CCCC)c1nc2ccccc2nc1NS(=O)(=O)c1ccc(NC(C)=O)cc1	-12	12	24	4	160	-68%	-4	160	-13%
Cn1c(=O)c2c(nc(N3CCOCC3)n2Cc2c(F)cccc2Cl)n(C)c1=O	10	53	42	-4	130	-8%	4	130	-4%
Cc1ccc2oc(-c3ccco3)nc2c1	3	93	90	14	103	0%	-14	103	1%
COc1ccc(/C=C2\CCCC3C2=NN(C(=O)c2ccco2)C3c2ccc(OC)c(OC)c2)cc1OC (stereo not drawn)	nt	nt	nt	12	103	-38%	-12	103	-9%
Cc1ccc(C(=O)N2CCCC2)cc1Br	2	99	97	4	202	10%	-4	202	16%
Cc1cccc(C(=O)Nc2nnc(Cc3c[nH]c4ccccc34)s2)c1	nt	nt	nt	21	83	-17%	-21	83	-13%
CCN(CCCNC(=O)CN(C)S(=O)(=O)c1cccc2nsnc12)c1ccccc1	-1	89	91	13	118	-14%	-12	118	-2%
COc1ccc(OC)c2[nH]c(=O)c(CCNC(=O)c3cc4ccccc4o3)cc12	8	90	82	nt	nt	-48%	nt	nt	-6%
CCOC(=O)C1CCCN(S(=O)(=O)c2cccs2)C1 (stereo not drawn)	0	102	102	4	97	2%	-4	97	-6%
Cc1cccc(N(C(=O)CNC(=O)c2cccs2)C(C(=O)NC2CCCC2)c2cccnc2)c1 (stereo not drawn)	nt	nt	nt	-2	135	-25%	2	135	-2%
Cc1nnc(NC(=O)Oc2ccccc2)s1	3	107	104	nt	nt	14%	nt	nt	-1%
Cc1cc(=O)oc2cc(OC(C)C(=O)N3CCOCC3)ccc12 (stereo not drawn)	13	97	84	10	67	-3%	-10	67	5%
COc1ccccc1OCC(=O)Nc1ccc(C(N)=O)cc1	nt	nt	nt	17	142	18%	-17	142	0%
COc1cc(OC)cc(C(=O)Nc2ccccc2C(=O)N2CCCC2)c1	2	96	94	16	169	-21%	-16	169	-19%
NC(=O)CN1CCOCCOCCOCCOCCOCC1	-18	75	93	7	139	-2%	-7	139	6%
